# zVAD death inh: inhibitors of zVAD-triggered necroptosis, primary screen, L929 cells | L929 zVAD necroptosis rescue, ATP luminescence, 24 h; with zVAD 60 µM | viability rescue, % at 10 µM | 220,000 compounds, 0.38% hits | AID 1377, 2008;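 active = activation, scaled between plate controls, above about 75%, limit read from the data; inactive = activation under that limit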;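 note: 0% = zVAD with DMSO and 100% = DMSO alone without zVAD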
# EP2 antag: human EP2 receptor antagonists, primary screen, TR-FRET cAMP, C6 glioma cells | Prostaglandin E2 receptor EP2 subtype (Homo sapiens), P43116 | C6 glioma cells expressing human EP2; cells stimulated with saturating PGE2 | inhibition, % at 25 µM | 260,000 compounds, 0.52% hits | AID 1422, 2008;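 active = percent inhibition above 40 after rounding to a whole number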;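 note: rat C6 glioma host cells with rolipram phosphodiesterase inhibitor present; the protocol text gives 20 µM as final concentration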
# Target sequence (P43116 whole entry, looked up): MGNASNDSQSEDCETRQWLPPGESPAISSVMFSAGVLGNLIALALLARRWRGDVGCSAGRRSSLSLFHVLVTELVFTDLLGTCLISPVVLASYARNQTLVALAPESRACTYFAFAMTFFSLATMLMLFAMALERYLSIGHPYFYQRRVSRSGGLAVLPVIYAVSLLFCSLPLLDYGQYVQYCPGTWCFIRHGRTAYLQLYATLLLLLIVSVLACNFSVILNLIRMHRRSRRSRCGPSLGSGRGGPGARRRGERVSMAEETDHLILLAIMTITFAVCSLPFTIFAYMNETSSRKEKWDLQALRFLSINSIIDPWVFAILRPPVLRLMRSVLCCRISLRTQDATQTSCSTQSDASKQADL
# TNF necrop inh: inhibitors of TNF-alpha triggered necroptosis, primary screen, cell-based, Jurkat FADD-/-, single concentration. 220,000 compounds, 0.068% hits. AID 463075, 2010. activation (protection from cell death), % at 10 µM. Jurkat FADD-/- TNF necroptosis rescue, ATP luminescence, 24 h; 0 = TNF only, 100 = no-TNF cells;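 active = activation, meaning protection from cell death, of at least 50% relative to plate controls; inactive = activation below 50%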;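 note: necroptosis triggered by 40 ng/mL TNF-alpha added together with compound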
# FXIa inh 1536: human FXIa protease inhibitors, primary screen, biochemical, 1536-well; Coagulation factor XI (Homo sapiens), P03951; purified FXIa, Boc-Glu-Ala-Arg-AMC fluorogenic substrate; inhibition, % at 5 µM; 220,000 compounds, 0.14% hits;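 active = inhibition of at least 40%; inactive = inhibition below 40%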;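 note: fluorescence of freed AMC excited at 355 nm; 0% = enzyme without compound and 100% = no enzyme blank; many of its hits are not listed in these tables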
# Target sequence (P03951 19-387 limits assumed): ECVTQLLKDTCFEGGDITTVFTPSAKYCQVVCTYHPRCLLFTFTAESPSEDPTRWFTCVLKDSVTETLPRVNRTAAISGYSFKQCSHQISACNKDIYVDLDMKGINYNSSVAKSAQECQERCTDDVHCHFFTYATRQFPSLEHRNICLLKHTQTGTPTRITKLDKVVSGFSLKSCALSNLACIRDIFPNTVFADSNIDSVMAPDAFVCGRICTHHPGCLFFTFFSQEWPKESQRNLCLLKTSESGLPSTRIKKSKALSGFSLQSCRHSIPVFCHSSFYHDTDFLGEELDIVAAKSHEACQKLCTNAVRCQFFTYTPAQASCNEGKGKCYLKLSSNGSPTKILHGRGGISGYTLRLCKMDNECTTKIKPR
# Target sequence (P03951 388-625 limits assumed): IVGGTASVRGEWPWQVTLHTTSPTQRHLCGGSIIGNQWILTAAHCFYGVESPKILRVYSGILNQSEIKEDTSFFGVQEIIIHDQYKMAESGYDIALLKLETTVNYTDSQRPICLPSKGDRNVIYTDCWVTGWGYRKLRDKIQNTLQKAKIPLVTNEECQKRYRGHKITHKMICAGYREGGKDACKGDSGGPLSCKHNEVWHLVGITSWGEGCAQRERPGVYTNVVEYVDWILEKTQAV
# FXIIa inh: human FXIIa protease inhibitors, primary screen, biochemical, 1536-well | Coagulation factor XII (Homo sapiens), P00748 | purified FXIIa, Boc-QGR-AMC fluorogenic substrate, 2 h | inhibition, % at 5 µM | 220,000 compounds, 0.3% hits | AID 800, 2007; in the data active = inhibition above about 40%;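 note: 0% = enzyme with no compound and 100% = blank without enzyme; many of its hits are not listed in these tables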
# TbHK1 inh: Trypanosoma brucei hexokinase 1 inhibitors, primary screen, biochemical, G6PDH-coupled NADH absorbance, MLSCN library | hexokinase 1 [Trypanosoma brucei] | recombinant TbHK1, G6PDH-coupled NADH A340 | inhibition, % at 10 µM | 220,000 compounds, 0.11% hits | AID 1430, 2008;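 active = inhibition of 50% or more in the single-dose primary screen; inactive = inhibition below 50%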
# CHOP inhibitor: inhibitors of CHOP promoter induction, primary screen, cell-based, unfolded protein response, luciferase reporter; inhibition, % at 10 µM; AID 2732, 2010; 220,000 compounds, 3.8% hits; CHO-K1 CHOP-promoter luciferase, tunicamycin-induced, 15-18 h;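 active = compounds that reduced the stress-induced luciferase reporter signal by more than about 70% of percent inhibition, limit read from the data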;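 note: 0% = tunicamycin plus vehicle and 100% = wells without tunicamycin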
# Wee1 degr inh: Wee1 degradation inhibitors, primary screen, cell-based, HeLa, Wee1K328M-luciferase, luminescence. HeLa Luc-Wee1K328M stability; 100% = proteasome inhibitor MG132 effect. reporter increase, % at 5 µM. 220,000 compounds, 1.2% hits. AID 1321, 2008;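 active = activation above the mean of all tested compounds plus 3 SD, set per screening run, cut at about 8.8% in these data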;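 note: cells exposed to compound for 20 h before luminescence read; 0% = DMSO alone and 100% = MG132 at 30 µM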
# PPC-1+TRAIL kill: compounds killing PPC-1 cancer cells with TRAIL present, primary screen, TRAIL potentiator project, ATPLite luminescence, uHTS | 220,000 compounds, 0.41% hits | PPC-1 cells + TRAIL, ATPLite viability luminescence | cell killing (% activity), % at 4 µM | AID 1443, 2008;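 active = cell killing above 50% in the first pass at 4 µM, then a duplicate retest at 5 µM averaging 50% or more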;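 note: plate controls were cells with TRAIL plus DMSO for no effect and medium-only wells lacking cells for full effect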
# An asterisk follows results filed as active; · = not tested or not shown; & = joins results of further samples; [ ] = remark or other dose. This is a subset (hit frequency here may not be typical).
SMILES	zVAD death inh	EP2 antag	TNF necrop inh	FXIa inh 1536	FXIIa inh	TbHK1 inh	CHOP inhibitor	Wee1 degr inh	PPC-1+TRAIL kill
Cn1cc(Br)c(-c2cccc(NC(=O)CC(C)(C)CC(=O)O)c2)n1	0.8	11	0.3	-2	7	0	-2	2	2
CC1(C)CC(=O)c2cnc(NC3CC3)nc2C1	1.1	4	0.9	5	9	-5	-12	-3	6
CC(=O)NS(=O)(=O)c1ccc(NC(=O)/C=C/c2cn(-c3ccccc3)nc2-c2ccccc2)cc1	2.3	4	1.1	8	18	-48	4	8	24
CCOc1cc(N2CCOCC2)c(OCC)cc1NC(=O)[C@H](C)N1C(=O)C2CC=CCC2C1=O (stereo not given in full)	2.0	5	0.8	-5	1	-8	6	0	17
Cc1ccc(S(=O)(=O)CCC(=O)NCc2ccc(Cl)cc2)cc1	1.5	11	2.3	1	6	5	-2	-3	4
Cc1ccc2c(C)ccc(O)c2n1	1.6	14	-13	-5	12	2	-8	3	-13
Cc1ccc[n+](C(C)C(=O)Nc2ccc([N+](=O)[O-])cc2C)c1 (stereo not given)	-1.1	7	-0.2	3	9	-9	-20	-1	33
COc1cc2cc(C(c3nnnn3Cc3ccc(F)cc3)N3CCCCCC3)c(=O)[nH]c2cc1OC (stereo not given)	0.3	11	-5.2	-3	11	-17	7	4	16
O=C(COc1ccc(Br)cc1CO)Nc1ccc(F)cc1	0.6	3	-0.2	-5	3	2	45	5	-3
Cc1ccc(NC(=S)NNC(=S)Nc2cccc(C(F)(F)F)c2)cc1	76*	8	6.0	2	6	-14	61	4	5
CCOC(=O)C1C(c2cc(OC)c(OC)c(OC)c2)NC(=S)NC1(O)C(F)(F)F (stereo not given)	-0.2	10	-3.1	-6	7	-3	38	2	5
CCN(CC)C(=O)C(=O)c1cc(C)n(-c2ccc(F)cc2)c1C	0.8	3	0.7	-4	4	-7	6	0	-7
CCOC(=O)C1CCN(S(=O)(=O)c2cccc(-c3csc(C)n3)c2)CC1	-0.3	-2	-0.6	-6	-4	2	1	1	8
CC(=O)Nc1ccc(Nc2c([N+](=O)[O-])cc(S(C)(=O)=O)cc2[N+](=O)[O-])cc1	0.8	9	0.8	-1	6	-3	-12	-2	16
CCS(=O)(=O)c1ccc(C(=O)NC)c(Cl)c1Cl	1.9	6	0.8	-2	2	-3	6	5	8
CCOc1ccc(CN(Cc2ccco2)C(c2cccs2)c2nnnn2C(C)(C)C)cc1 (stereo not given)	-0.3	13	0.5	-2	11	8	44	10.0*	-4
CCOCCCNC(=O)c1ccc2c(c1)ncn2C1CCCC1	2.9	10	-0.5	3	16	1	-14	-3	13
Cc1cccc(CN2CCC(CNC(=O)CCNC(=O)Cn3ccc4ccccc4c3=O)CC2)c1	-0.5	1	-2.3	12	12	-8	12	-2	3
COc1ccc(OC)c(N2C(N)=C(C#N)C(c3ccc(OC)c(O)c3)C3=C2CC(C)(C)CC3=O)c1 (stereo not given)	0.1	7	3.6	1	8	-24	3	-2	-2
Cc1cc(C(=O)Nc2nccs2)c2cc(F)ccc2n1	1.0	4	0.8	0	8	-8	-6	0	8
CC(=O)C1=C(O)C(=O)N(c2ccc(S(N)(=O)=O)cc2)C1c1cccc([N+](=O)[O-])c1 (stereo not given)	0.5	12	0.8	8	7	-65	11	8	-2
CC1CC2=C(C(=O)O1)C(c1ccc(Cl)cc1)Nc1ccccc1N2 (stereo not given)	0.1	3	4.5	-7	-1	-23	9	1	20
Cn1nc(C(F)(F)F)cc1Oc1ncc(C(F)(F)F)cc1Cl	4.3	8	1.1	7	8	0	30	3	2
Cc1cc(Br)cnc1NC(=S)Nc1ccc(F)cc1F	-1.4	4	-0.2	0	11	-4	-19	0	3
CCOC(=O)NC(=O)/C(C=Nc1ccc(Cl)c(Cl)c1Cl)=C(\C)O	1.7	11	-0.7	9	14	-24	12	-2	7

# (list continues)
SMILES	zVAD death inh	EP2 antag	TNF necrop inh	FXIa inh 1536	FXIIa inh	TbHK1 inh	CHOP inhibitor	Wee1 degr inh	PPC-1+TRAIL kill
CN(C)c1nc(N)nc(N(c2ccccc2)c2ccccc2)n1	0.8	18	-0.9	-8	0	10	4	0	20
Cc1nn(-c2ccccc2)c2sc(-c3n[nH]c(=S)o3)cc12	21	28	1.9	-6	-3	-18	9	4	-8
O=C(CN1C(=O)NC2(CCCCCC2)C1=O)NC1CC1	2.8	10	-0.7	3	1	2	12	-3	26
COc1ccc(C(=O)Cn2c(=N)n(C)c3ccccc32)cc1	-0.6	5	-0.8	7	11	14	-11	-1	15
COc1cc2c(=O)nc3n(c2cc1OC)C(c1ccccc1)N=C(N)N3 (stereo not given)	0.1	4	-1.3	7	1	-7	-12	1	-7
COc1ccc(OCc2nc(N)nc(Nc3ccccc3)n2)cc1	0.1	6	-0.8	-9	-2	5	17	-3	8
O=C(c1cc2cc(Br)ccc2o1)N1CCCCC1	0.4	1	-1.2	-2	1	6	-28	0	14
CCOC(=O)c1sc(NC(=O)C(CC)Sc2nc3ccccc3[nH]2)nc1C (stereo not given)	-0.3	20	1.6	·	·	-8	·	-2	·
Cn1c(=NC(=O)c2ccco2)sc2cccc(F)c21	0.7	9	-3.1	1	8	-34	47	7	44
N#Cc1c(N)n(-c2ccc(N)cc2)c2nc3ccccc3nc12	0.9	7	-3.0	4	14	-19	8	-2	19
Nc1ccccc1SC1CC(=O)N(c2ccc(Cl)c(Cl)c2)C1=O (stereo not given)	1.9	14	-1.7	-16	1	-3	9	1	2
CC(C)(C)NC(=O)C1CCN(C(=O)c2ccc(Br)cc2)CC1	0.3	3	-1.6	-3	3	0	-2	-2	4
CCOc1cc(C)nc(N2CCN(C3CCCCC3)CC2)n1	-0.2	6	-3.5	20	32	2	-3	-1	13
NC(=O)c1ccsc1NC(=O)Cc1ccc([N+](=O)[O-])cc1	13	8	5.2	-2	7	-4	26	-3	-1
CCn1cc(CCC(=O)O)c(C)n1	1.7	7	4.1	-10	5	-2	-7	2	15
CC/C(=N/NC(=O)c1ccccc1)c1ccc(OCCN2CCOCC2)cc1	0.1	8	1.5	-4	8	-2	27	6	16
COc1ccc(C2CC(c3cccs3)=NN2C(=O)CSc2nc3c(cnn3-c3ccccc3)c(=O)[nH]2)cc1 (stereo not given)	·	11	0.1	11	10	-7	76*	-1	5
CCn1cc(CN(C)C(=O)CSc2nc(-c3ccco3)cc(C(F)(F)F)n2)c(C)n1	-0.1	19	-3.4	·	·	-15	·	0	·
CCN(CC)C(=O)c1ccc2c3c(cccc13)C(=O)N(CCc1ccc(OC)c(OC)c1)C2=O	0.8	7	-5.3	6	13	-29	32	-2	7
CCOC(=O)N1CCC(NC(=O)C(CC(C)C)NC(=O)C2CCCCC2)CC1 (stereo not given)	0.7	14	-0.1	-1	12	-1	66	2	-5
Cc1cc(Cl)ccc1C(=O)C1CCCN(C(=O)c2ccoc2)C1 (stereo not given)	-0.7	3	0.5	-2	5	-13	24	-2	9
C/C(=N\OCC(=O)Nc1cc(C)cc(C)c1)c1ccc2c(c1)OCCO2	72	7	2.9	-17	-8	-3	22	0	22
CN(C)/C=N/C(=S)Nc1ccc(Cl)cc1	0.0	13	-1.7	-5	-3	-7	-20	-1	7
Cn1c(CC(=O)NCCO)c(Sc2ccccc2)c2ccccc21	-0.6	8	-0.5	4	4	-4	36	1	1
O=S(=O)(Nc1cccnc1)c1ccc(Cl)cc1	-0.6	4	34	3	7	0	0	0	13

# The listing continues.
SMILES	zVAD death inh	EP2 antag	TNF necrop inh	FXIa inh 1536	FXIIa inh	TbHK1 inh	CHOP inhibitor	Wee1 degr inh	PPC-1+TRAIL kill
c1ccc(Cc2ccc(OCCn3cncn3)cc2)cc1	-0.4	9	-0.6	2	20	-26	47	3	7
Cc1ccc(NC(=S)N/N=C/c2ccc(Cl)c([N+](=O)[O-])c2)cc1	0.0	5	0.7	1	20	-2	80*	0	-13
Cc1ccc(C(=O)N2CCN(S(C)(=O)=O)C2)cc1	0.4	17	-3.7	-1	9	0	-14	-1	15
COc1ccc(C(=O)N2CCN(C(C)=O)CC2)cc1S(=O)(=O)N1CCOCC1	-1.0	4	1.5	-1	-7	-1	-4	4	6
CCOC(=O)C1CCN(C(=O)/C=C/c2ccccc2)CC1	2.0	12&7	-0.1	-7	2	1	-6	4	-6
O=C(CSc1nc2c(c(=O)[nH]1)CCCC2)Nc1ccc(Cl)cc1F	-0.2	1	-1.5	0	7	1	17	-3	18
Cc1cc(C)c(C)c(S(=O)(=O)NC(C)C(=O)O)c1C (stereo not given)	0.8	6	3.4	-1	7	-7	-7	-3	-3
CCCc1nc2oc3c(NCc4ccccn4)ncnc3c2c2c1COC(C)(C)C2	1.8	6	1.3	5	7	-3	21	2	28
Cc1nn(Cc2ccc(F)cc2)c(C)c1NC(=O)c1cc(-c2ccco2)on1	1.8	9	-0.3	-3	-13	3	30	-3	5
O=C(NNc1c2ccccc2nc2ccccc12)c1ccccc1O	2.2	20	0.0	1	8	0	18	3	16
COC(=O)c1ccccc1NC(=O)Nc1nnc(N2CCCCC2C)s1 (stereo not given)	·	9	1.1	1	2	5	-20	-2	4
c1ccc(C2=NC(c3ccccc3)N=C(c3ccccc3)N2)cc1	0.2	9	-0.7	9	18	2	-42	0	9
CC(=O)Nc1ccc(S(=O)(=O)NNC(=O)C(=O)NNc2ccccn2)cc1	1.1	4	1.1	-20	0	4	4	-3	-3
CCOc1cc(CNCc2ccccn2)cc(Cl)c1OC	-0.7	7	0.0	1	10	5	-6	0	-17
CN1CCN(C(=O)c2cccc(S(=O)(=O)N3CCCCC3)c2)CC1	0.9	11	-1.0	2	0	-6	-2	1	-12
Cc1ccc(OCC(=O)c2cc(C)c(C)cc2C)c([N+](=O)[O-])n1	-0.8	7	1.0	-1	11	-8	-78	-1	21
CCCN1CCC(NC(=S)Nc2ccc(C(=O)OCC)cc2)CC1	2.5	19	-0.7	-2	4	-4	-14	-2	12
Cc1ccc2oc(/N=C(\N)NC(=O)C(C)(C)C)nc2c1	0.4	10	-0.3	5	2	-7	86*	-5	83*[5 µM]
Cc1cccn2c(=O)c(C=Nc3ccc(Cl)cc3)c(NCCO)nc12	0.1	5	-4.7	4	-13	-12	34	-2	3
CCn1c(SCC(=O)Nc2cc(C)on2)nnc1-c1c[nH]c2ccccc12	1.2	10	1.2	10	10	2	-4	1	-8
CCCCCOC(=O)C1=C(C)Nc2ncnn2C1c1cccs1 (stereo not given)	-0.9	6	-4.3	6	11	3	7	0	1
CC(=O)Oc1cc2c3c(c1)/C(=C1/SC(=S)NC1=O)C(=O)N3C(C)(C)C=C2C	2.4	3	-4.5	-2	12	-2	6	0	0
